Sm TGR block – blocks Schistosoma mansoni thioredoxin glutathione reductase; Q962Y6; purified TGR, DTNB reduction, TNB absorbance 405 nm; Potency, µM (doses to about 114 µM), without a hit: at the highest dose activity change, negative = inhibition, most hits filed as inhibitors; 360,000 tested, 3% active; AID 485364; also: potency is read from the fitted curve at half-maximal effect; % is scaled to controls: 0 for no effect and ±100 for the full control effect; nearly all actives have a fitted effect of over 60% in size
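First, TGR (20 nM dispensed) and NADPH were mixed with compound. Second, a 15 min room-temperature incubation followed. Third, further NADPH and then DTNB were added to start the reaction. Finally, TNB absorbance was monitored kinetically.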
Cycloheximide cs – counter-screen hit for Shiga toxin inhibitors, cycloheximide | cell reporter, cycloheximide protein synthesis inhibition counterscreen | max response, % | 300,000 tested, 12% active | AID 2314; in the data active = max response mostly above about 13%, no sharp cut-off; inactive = mostly below about 14%; also: read at 38.3 µM for the half of the compounds with a filed dose; 0% is about no effect
Pf growth 48h – inhibits P. falciparum growth in the first generation, 48 h. P. falciparum luciferase growth in erythrocytes, 48 h. Potency, µM (series often up to 28.7 µM), for the others: top-dose activity change, negative = inhibition, actives largely listed as inhibitors. 310,000 tested, 5.9% active. AID 504832; also: potency is read from the fitted curve at half-maximal effect; % is scaled to controls: 0 for no effect and ±100 for the full control effect
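Compounds are pin-transferred into medium, infected erythrocytes (2% hematocrit, 0.1% parasitemia final) are added, and plates sit one parasite generation at 37 C in 5% CO2. Detection reagent is then added and luminescence measured.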
Pf growth 96h – P. falciparum growth inhibition at 96 hours | AID 504834 | 320,000 tested, 6.9% active | Potency, µM (titrated, usually from 28.7 µM), for inactives: at the top dose activity change, negative = inhibition, most hits filed as inhibitors | P. falciparum luciferase reporter growth, 96 h; also: potency is read from the fitted curve at half-maximal effect; % is scaled to controls: 0 for no effect and ±100 for the full control effect
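Two parasite generations (96 h, 37 C, 5% CO2) of compound exposure in infected erythrocytes (0.05% parasitemia, 2% hematocrit). Luciferase-reporter P. falciparum; decreased luminescence indicates inhibited growth, aimed at apicoplast-acting delayed death.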
FBPA Giardia inh – blocks Giardia fructose-bisphosphate aldolase activity. purified Giardia FBPA. Potency, µM (highest dose often 59.6 µM), inactives show top-dose activity, negative = inhibition, most hits filed as inhibitors. AID 2451. 290,000 tested, 0.71% active. A8B2U2; also: potency is read from the fitted curve at half-maximal effect; % is scaled to controls: 0 for no effect and ±100 for the full control effect; nearly all actives have a fitted effect of over 55% in size
Target sequence (A8B2U2 whole entry, looked up): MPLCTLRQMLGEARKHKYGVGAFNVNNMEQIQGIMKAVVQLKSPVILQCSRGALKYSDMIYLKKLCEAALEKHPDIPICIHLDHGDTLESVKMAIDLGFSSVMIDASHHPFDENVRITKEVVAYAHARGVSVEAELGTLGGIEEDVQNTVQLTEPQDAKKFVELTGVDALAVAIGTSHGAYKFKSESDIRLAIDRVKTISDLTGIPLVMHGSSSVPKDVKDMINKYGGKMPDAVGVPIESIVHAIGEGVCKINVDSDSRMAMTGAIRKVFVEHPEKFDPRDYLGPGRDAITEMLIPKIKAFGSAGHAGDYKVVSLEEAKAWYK
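Giardia FBPA (40 nM reagent) was preincubated 10 min at RT with compound (up to 57.5 uM final), then substrate plus GAPDH/TPI/NAD/arsenate coupling system with diaphorase/resazurin was added; resorufin fluorescence (525/598 nm) was read after 20 min.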
Shiga inhibitor – Shiga toxin inhibition; Vero cells, Shiga toxin protein synthesis inhibition reporter; inhibition, % at 38.7 µM; 290,000 tested, 9.2% active; AID 2315; in the data active = inhibition mostly above about 28%, no sharp cut-off; inactive = mostly below about 43%; also: 0% is about no effect
* hit, by the source's call; & = joins results of further samples; [ ] = another dose, or the depositor's remark. Unless noted, calls follow the shape of the dose curve; as a rule, active = well fitted curve in the direction sought with a large enough effect; inconclusive = small, poorly fitted or top-dose-only effect, or another doubt; inactive = no such curve, though single readings can be large; an effect the other way counts as inactive or inconclusive.

CC(C)CCNC(=O)C1CCN(S(=O)(=O)c2ccc3nc4c(c(C(=O)O)c3c2)CCCCC4)CC1 was read as Sm TGR block -1.4%, Cycloheximide cs -2.9, Pf growth 48h 10.6%, Pf growth 96h 35.8%[activator], FBPA Giardia inh 13.5% and Shiga inhibitor -9.2.
`COC(=O)c1cc(S(=O)(=O)N(Cc2ccccc2)C(C)(C)C)c[nH]1` gave Sm TGR block -15.6%, Cycloheximide cs -2.4, Pf growth 48h -0.7%, Pf growth 96h inconclusive, FBPA Giardia inh -3.3% and Shiga inhibitor -1.1.
Screening CCN1CCN(S(=O)(=O)c2c(C)cc(C)cc2C)CC1 returned Sm TGR block 15.8%, Cycloheximide cs 3.5, Pf growth 48h -7.8%, Pf growth 96h 0.0%, FBPA Giardia inh -4.2% and Shiga inhibitor -9.4.
`Cc1cccc(CSc2ccc3nnc(-c4ccccn4)n3n2)c1` gave Sm TGR block 11.8%, Cycloheximide cs 11.4, Pf growth 48h 3.7µM*, Pf growth 96h inconclusive, FBPA Giardia inh 1.1% and Shiga inhibitor 3.4.
Screening CCN1CCN(C(=O)C2CCCN(S(=O)(=O)c3ccc(OC)c(OC)c3)C2)CC1 (stereo unspecified) returned Sm TGR block 3.3%, Cycloheximide cs -4.4, Pf growth 48h 4.0%, Pf growth 96h -7.8%, FBPA Giardia inh 5.4% and Shiga inhibitor 11.9.
COc1ccc(-n2nc(C(=O)NCC(=O)N3CCCCCC3)c3ccccc3c2=O)cc1 was read as Sm TGR block 16.7%, Cycloheximide cs 16.0*, Pf growth 48h -23.9%, Pf growth 96h inconclusive, FBPA Giardia inh 3.2% and Shiga inhibitor 41.0.
`COc1ccc(-c2cc(C)no2)cc1S(=O)(=O)N1CCN(c2ccccc2F)CC1` gave Sm TGR block 3.9%&-6.6%, Cycloheximide cs -5.6, Pf growth 48h -25.3%, Pf growth 96h -20.5%, FBPA Giardia inh -15.1% and Shiga inhibitor 10.9.
For CC(NC1=NCCS1)c1ccccc1 (stereo unspecified) the results were Sm TGR block -0.8%, Cycloheximide cs 0.7, Pf growth 48h inconclusive, Pf growth 96h -31.3%[5.75 µM], FBPA Giardia inh 2.1% and Shiga inhibitor -6.6.
Screening COc1ccc(OC)c(S(=O)(=O)N2CCCC(C(=O)NCc3cccnc3)C2)c1 (stereo unspecified) returned Sm TGR block -3.1%, Cycloheximide cs -6.4, Pf growth 48h -1.2%, Pf growth 96h 24.6%, FBPA Giardia inh -2.4% and Shiga inhibitor 3.5.
COc1cccc2oc(-c3ccccc3)cc(=O)c12 was read as Cycloheximide cs 29.2*, FBPA Giardia inh -6.4%&-5.8% and Shiga inhibitor 32.9*.
For COc1ccc(N(CC(=O)NCc2ccncc2)S(=O)(=O)c2ccccc2[N+](=O)[O-])c(OC)c1 the results were Sm TGR block 7.2%[57.1 µM], Cycloheximide cs -1.0, Pf growth 48h -13.6%, Pf growth 96h 15.8%, FBPA Giardia inh 3.4% and Shiga inhibitor -14.8.
CC(OC(=O)c1nc(Cl)ccc1Cl)C(=O)Nc1ccc2c(c1)OCCO2 (stereo unspecified) was read as Sm TGR block 0.3%, Pf growth 48h inconclusive and Pf growth 96h 23.0%.
`Nc1ccc(N=Nc2ccccc2Cl)c(N)n1` gave Sm TGR block -7.0%, Cycloheximide cs 25.9*, Pf growth 48h 152.0%[activator], Pf growth 96h 157.8%[activator], FBPA Giardia inh 4.9% and Shiga inhibitor 105.0*.
Screening O=c1[nH]c(=O)c2nnc(N/N=C\c3ccc(O)cc3)nc2[nH]1 returned Sm TGR block -1.4%, Cycloheximide cs 9.9, Pf growth 48h 18.2%, Pf growth 96h -25.7%, FBPA Giardia inh inconclusive and Shiga inhibitor -4.5.
For O=C(COc1ccc(Cl)cc1Br)NC(=O)NC1CCCC1 the results were Sm TGR block 1.7%, Pf growth 48h 51.2%[activator] and Pf growth 96h 59.2%[activator].
For COc1ccc(C(C)=O)cc1COc1ccc(Cl)cc1Cl the results were Sm TGR block 21.9%, Cycloheximide cs -1.1, Pf growth 48h inconclusive, Pf growth 96h 37.5%[activator], FBPA Giardia inh 0.7% and Shiga inhibitor 15.9.
O=C(c1ccc(=O)[nH]c1)N1CCN(S(=O)(=O)c2ccc(Cl)cc2)CC1 was read as Sm TGR block -1.6%, Cycloheximide cs -4.2, Pf growth 48h 8.0%, Pf growth 96h 1.2%, FBPA Giardia inh -1.4% and Shiga inhibitor 11.6.
CN(C)C(=O)CN(c1ccc2c(c1)OCO2)S(C)(=O)=O was read as Sm TGR block 1.8%, Cycloheximide cs -1.8, Pf growth 48h 21.0%, Pf growth 96h inconclusive, FBPA Giardia inh -3.9% and Shiga inhibitor 9.5.
For CCn1c(=O)cc(OCC(=O)N(C)C2CCCCC2)c2ccccc21 the results were Sm TGR block -7.2%, Cycloheximide cs -7.4, Pf growth 96h inconclusive, FBPA Giardia inh -1.8% and Shiga inhibitor -12.4.
CN(CC(=O)Nc1cccc(F)c1)C(=O)CC1CC2CCC1C2 (stereo unspecified) was read as Sm TGR block -24.9%, Cycloheximide cs -1.6, Pf growth 48h inconclusive, Pf growth 96h inconclusive and Shiga inhibitor -3.4.

Pulled by compound from the entries so far, 2 records:
For CC(NC1=NCCS1)c1ccccc1 (stereo unspecified) the results were Sm TGR block -0.8%, Cycloheximide cs 0.7, Pf growth 48h inconclusive, Pf growth 96h -31.3%[5.75 µM], FBPA Giardia inh 2.1% and Shiga inhibitor -6.6.
Screening CCN1CCN(C(=O)C2CCCN(S(=O)(=O)c3ccc(OC)c(OC)c3)C2)CC1 (stereo unspecified) returned Sm TGR block 3.3%, Cycloheximide cs -4.4, Pf growth 48h 4.0%, Pf growth 96h -7.8%, FBPA Giardia inh 5.4% and Shiga inhibitor 11.9.

The list goes on:
For CC(=O)Nc1ccccc1OCC(=O)NC(C)c1ccccc1 (stereo unspecified) the results were Sm TGR block -1.0%, Cycloheximide cs -2.4, Pf growth 48h 2.1%, Pf growth 96h -8.7%, FBPA Giardia inh 9.3% and Shiga inhibitor -3.0.
Cc1cccc(NC(=O)c2ccc(N3CCCCC3)c([N+](=O)[O-])c2)n1 was read as Sm TGR block 13.5%, Cycloheximide cs 46.0*, Pf growth 48h 5.7%, Pf growth 96h -1.8%, FBPA Giardia inh -29.3% and Shiga inhibitor 68.7*.
Screening O=S(=O)(c1cccc(F)c1)N1CCN(C(=S)NCC2CCCO2)CC1 (stereo unspecified) returned Sm TGR block -17.5%, Cycloheximide cs -3.1, Pf growth 48h inconclusive, Pf growth 96h inconclusive, FBPA Giardia inh 4.7% and Shiga inhibitor -5.1.
COc1cc(NC(=O)CSc2nc3c(C)ccc(C)c3cc2C)c(C(=O)O)cc1OC was read as Sm TGR block 1.9%, Cycloheximide cs -3.4, Pf growth 48h 4.1%, Pf growth 96h -1.3%, FBPA Giardia inh 13.2% and Shiga inhibitor -13.3.
For Nn1c(Cc2ccccc2)nc2cc(Cl)ccc2c1=O the results were Sm TGR block 0.1%, Cycloheximide cs -2.5, Pf growth 48h 6.3%, Pf growth 96h inconclusive, FBPA Giardia inh 4.2% and Shiga inhibitor -0.6.
COc1ccc(C(=O)N2CCCN(C)CC2)cc1S(=O)(=O)N(C)Cc1ccccc1 was read as Sm TGR block 35.5µM*, Pf growth 48h inconclusive and Pf growth 96h inconclusive.
CN1CCCCC1=NCCCn1cnc2c1c(=O)n(C)c(=O)n2C was read as Sm TGR block 6.2%, Cycloheximide cs -1.6, Pf growth 48h 7.9%, Pf growth 96h 36.3%[activator], FBPA Giardia inh 1.5% and Shiga inhibitor -10.9.
`COc1ccc(C(=O)NC(=S)Nc2ccc3[nH]c(=O)[nH]c3c2)cc1` gave Sm TGR block -30.3%, Cycloheximide cs -5.7, Pf growth 48h 25.5%, Pf growth 96h 26.4%, FBPA Giardia inh -13.8% and Shiga inhibitor -10.6.
For Oc1ccccc1C1NN=C(c2ccccc2)S1 (stereo unspecified) the results were Sm TGR block -6.2%, Cycloheximide cs 33.2*, Pf growth 48h 36.8%[activator], Pf growth 96h inconclusive, FBPA Giardia inh inconclusive and Shiga inhibitor 56.1*.
`CCCCn1c(N)c(C(=O)NCc2cccs2)c2nc3ccccc3nc21` gave Sm TGR block 0.0%, Cycloheximide cs -1.5, Pf growth 48h inconclusive, Pf growth 96h inconclusive, FBPA Giardia inh inconclusive and Shiga inhibitor -11.7.
CC(C)c1ccc(NC(=O)CCCC(=O)NCCc2ccccc2)cc1 was read as Sm TGR block -3.4%, Cycloheximide cs -3.5, Pf growth 48h 22.6%, Pf growth 96h inconclusive, FBPA Giardia inh -1.6% and Shiga inhibitor -9.0.
For O=C(N/N=C/c1cccc([N+](=O)[O-])c1)c1ccc(COc2ccccc2-c2ccccc2)cc1 the results were Sm TGR block 2.9%, Cycloheximide cs -1.7, Pf growth 48h inconclusive, Pf growth 96h inconclusive, FBPA Giardia inh -1.2% and Shiga inhibitor -7.2.
O=C1OCc2cc(NC(=O)C3CCCO3)ccc21 (stereo unspecified) was read as Sm TGR block 0.0%, Cycloheximide cs -4.6, Pf growth 48h -0.1%, FBPA Giardia inh 4.8% and Shiga inhibitor -25.5.
Screening COc1ccc2c3c(c(=O)oc2c1OCC(N)=O)CCCC3 returned Sm TGR block 0.2%, Cycloheximide cs -3.8, Pf growth 48h 16.4%, FBPA Giardia inh -2.2% and Shiga inhibitor -1.6.
O=C(OCC(=O)N1CCCc2ccccc21)c1cccc(S(=O)(=O)N2CCc3ccccc32)c1 was read as Sm TGR block -0.3%, Cycloheximide cs -3.1, Pf growth 48h 14.0%, Pf growth 96h 33.8%[activator], FBPA Giardia inh 0.5% and Shiga inhibitor -5.0.
Screening O=C(CCS(=O)(=O)c1ccc(Br)cc1)Nc1ccc(Cl)cc1F returned Sm TGR block -24.7%, Cycloheximide cs -1.4, Pf growth 48h -6.6%, Pf growth 96h 3.6%, FBPA Giardia inh 1.8% and Shiga inhibitor -25.0.
For O=C(COC(=O)c1ccc2[nH]c3c(c2c1)CCCC3)Nc1ccc(Cl)cc1Cl the results were Sm TGR block 3.8%, Cycloheximide cs -0.6, Pf growth 48h 5.6%, Pf growth 96h -1.8%, FBPA Giardia inh 7.2% and Shiga inhibitor -6.5.
`Cc1ccc(NS(=O)(=O)c2ccc(CCC(=O)NCCCOC(C)C)cc2)cc1` gave Sm TGR block -1.6%, Cycloheximide cs -1.5, Pf growth 48h -14.5%, Pf growth 96h inconclusive, FBPA Giardia inh 4.2% and Shiga inhibitor 3.5.
Screening CC1(C)CC(=O)C(C=NCc2ccccn2)=C(O)C1 returned Sm TGR block -31.1%, Cycloheximide cs 1.9, Pf growth 48h -8.5%, Pf growth 96h 3.0%, FBPA Giardia inh 3.1% and Shiga inhibitor -4.2.
Screening O=C(CN1CCN(c2ncc(C(F)(F)F)cc2Cl)CC1)Nc1ccc2c(c1)OCO2 returned Sm TGR block 8.5%, Cycloheximide cs 2.3, Pf growth 48h 6.9%, Pf growth 96h inconclusive, FBPA Giardia inh -1.1% and Shiga inhibitor -3.6.
Screening CC(NC(=O)c1ccco1)C(=O)OCc1cccc(Cl)c1 (stereo unspecified) returned Sm TGR block -29.2%[11.4 µM], Cycloheximide cs -0.6, Pf growth 96h 2.0%, FBPA Giardia inh 0.4% and Shiga inhibitor -6.2.
For COc1ccc(-c2cn[nH]c2-c2ccc(OCc3ccccc3F)cc2O)cc1OC the results were Sm TGR block 12.3%, Cycloheximide cs -1.9, Pf growth 48h inconclusive, Pf growth 96h inconclusive, FBPA Giardia inh -6.7% and Shiga inhibitor -4.5.
Screening CCc1nc(SC)[nH]c(=O)c1C returned Sm TGR block 5.0%, Cycloheximide cs -2.4, Pf growth 48h 86.8%[activator], Pf growth 96h inconclusive, FBPA Giardia inh -5.1% and Shiga inhibitor -9.3.

Assay outcomes as filed in PubChem BioAssay.
